Bioassay records: PubChem, several laboratories
M1 PAM: potentiates human M1 receptor response to acetylcholine. P11229. CHO-K1 hM1, Fluo-8 calcium fluorescence, ACh EC20; 0% = ACh EC20, 100% = maximal ACh. activation, % at 3 µM. 0.088% of 360,000 active. AID 588819; in the data active = activation above about 19%, passing the limit was not always enough
Target sequence (P11229 whole entry, looked up): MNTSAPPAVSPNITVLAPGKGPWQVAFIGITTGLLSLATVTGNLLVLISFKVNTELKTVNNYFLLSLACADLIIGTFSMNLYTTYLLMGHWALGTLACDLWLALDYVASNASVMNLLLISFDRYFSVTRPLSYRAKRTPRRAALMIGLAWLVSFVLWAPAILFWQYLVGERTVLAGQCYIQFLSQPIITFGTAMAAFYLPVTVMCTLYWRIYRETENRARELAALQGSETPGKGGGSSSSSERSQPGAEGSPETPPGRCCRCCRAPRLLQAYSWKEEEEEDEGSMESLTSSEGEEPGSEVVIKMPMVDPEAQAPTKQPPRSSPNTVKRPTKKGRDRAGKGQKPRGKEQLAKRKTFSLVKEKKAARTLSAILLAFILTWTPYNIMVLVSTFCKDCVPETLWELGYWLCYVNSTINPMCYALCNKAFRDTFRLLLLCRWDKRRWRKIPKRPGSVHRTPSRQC
CHRM4 antagonist: CHRM4 antagonism in calcium assay; P08173; CHO-hM4 cells, ACh EC80, Fluo-8 calcium fluorescence; inhibition, % at 3 µM; 0.73% of 360,000 active;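 active = inhibition above its plate's cutoff, the mean inhibition of sample wells plus 3 SD, cut at about 27% in these data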;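 note: 0% = acetylcholine EC80 with DMSO and 100% = DMSO without agonist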
M5 PAM: CHRM5 positive allosteric modulation | P08912 | CHO-K1 hM5, Fluo-8 calcium, ACh EC20 PAM; 0% = ACh EC20, 100% = ACh EC100 | activation, % at 3 µM | 0.3% of 360,000 active | AID 624038;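 active = activation above the run cutoff, the mean activation of all test compounds plus 3 SD, cut at about 18% in these data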
Target sequence (P08912 whole entry, looked up): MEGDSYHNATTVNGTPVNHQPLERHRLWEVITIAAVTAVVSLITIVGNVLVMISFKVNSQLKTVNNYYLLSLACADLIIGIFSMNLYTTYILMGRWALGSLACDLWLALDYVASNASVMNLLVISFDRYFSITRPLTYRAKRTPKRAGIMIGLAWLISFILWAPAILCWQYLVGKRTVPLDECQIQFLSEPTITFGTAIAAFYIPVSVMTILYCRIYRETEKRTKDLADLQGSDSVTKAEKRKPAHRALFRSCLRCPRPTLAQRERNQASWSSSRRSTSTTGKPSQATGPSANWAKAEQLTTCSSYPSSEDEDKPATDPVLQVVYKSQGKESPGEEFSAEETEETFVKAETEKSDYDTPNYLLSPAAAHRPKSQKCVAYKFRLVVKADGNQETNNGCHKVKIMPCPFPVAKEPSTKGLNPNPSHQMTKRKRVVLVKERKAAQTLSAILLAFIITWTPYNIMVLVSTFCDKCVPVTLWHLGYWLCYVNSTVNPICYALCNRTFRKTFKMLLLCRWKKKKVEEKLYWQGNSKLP
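System: CHO-K1 cell line with stable human muscarinic M5 receptor expression | Also added: EC20 acetylcholine as agonist stimulus | Compound: One concentration, 3 µM final (nominal) | Timing: Fluo-8 loading 80 min at 37 °C plus 30 min room temperature | Measured by: Fluo-8 calcium dye fluorescence, kinetic read | Read-out basis: % activation, ACh-normalized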
CHRM5 antagonist: antagonists of human muscarinic M5 receptor (CHRM5); CHO-hM5 cells, Fluo-8 calcium fluorescence, ACh EC80; P08912; 0.59% of 360,000 active; inhibition, % at 3 µM;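 active = inhibition above a per-plate cutoff, the mean of that plate's test compounds plus 3 SD, cut at about 27% in these data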;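 note: 0% = acetylcholine EC80 with DMSO and 100% = DMSO without agonist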
CRFR2-BP ag: CRF-BP/CRF-R2 complex agonism | HEK293 CRF-R2/CRF-BP, calcium dye fluorescence (FLIPR); percent of saturating CRF peptide response | activation, % at 13.2 µM | 0.46% of 350,000 active | AID 588473;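 active = activation of at least 50%, plus an integration ratio under a set limit after plate pattern correction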;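 note: plate controls were neutral control wells without compound for no effect and CRF at EC100 for full effect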
M4 PAM: positive allosteric modulators of human muscarinic M4 receptor. CHO-K1 hM4/Gqi5, Fluo-8 calcium fluorescence, ACh EC20; 0% = ACh EC20, 100% = maximal ACh. P08173. 0.4% of 360,000 active. activation, % at 3 µM. AID 624126;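 active = activation above its plate's cutoff, the mean activation of sample wells plus 3 SD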; note: some results filed as inactive read as strong as hits
M4 ag: agonists of human muscarinic M4 receptor (CHRM4). activation, % at 3 µM. CHO-K1 hM4/Gqi5, Fluo-8 calcium fluorescence; vehicle 0%, full acetylcholine response 100%. 0.14% of 360,000 active. AID 624127;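 active = activation above the run mean over all test wells plus 3 SD, cut at about 32% in these data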;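 note: peak over basal fluorescence ratio per well then scaled between controls; 0% = DMSO wells and 100% = acetylcholine at EC100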
CRFBP-R2 block: antagonists of CRF-binding protein/CRF-R2 receptor complex; HEK293 CRF-R2/CRF-BP, CRF-induced calcium fluorescence; inhibition, % at 11.8 µM; 0.59% of 350,000 active; AID 588475;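 active = inhibition of the ligand-induced calcium signal above about 50% at the single tested concentration, limit read from the data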
CHRM5 agonist: CHRM5 agonism in calcium assay. 0.19% of 360,000 active. activation, % at 3 µM. CHO-K1 hM5 cells, Fluo-8 calcium fluorescence; 0% DMSO wells, 100% maximal acetylcholine response;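 active = activation above the run's mean over test compounds plus 3 SD, cut at about 23% in these data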;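 note: signal is peak over basal fluorescence ratio across the kinetic read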
* hit, by the source's call.

Under each structure: CRFBP-R2 block | M4 ag | CHRM5 agonist | CRFR2-BP ag | M1 PAM | M4 PAM | CHRM5 antagonist | CHRM4 antagonist | M5 PAM
1) CCCC(=O)c1cc(F)c(N2CCN(C(=O)OCC)CC2)cc1C
→ -5 | 1 | 0 | 0.1 | 11 | -1 | -3 | 17 | -3
2) COc1ccccc1C(=O)Nc1ccc(-c2nnn(CC(=O)N3CCN(C(=O)c4ccco4)CC3)n2)cc1
→ -3 | 1 | -2 | -1.2 | -1 | -2 | 1 | 6 | -2
3) O=S(=O)(c1ccccc1)N1CCN(C2CCN(Cc3ccccc3)CC2)CC1
→ -16 | 0 | -11 | 3.1 | -24 | -22 | 16 | 10 | -28
4) CCCCN(C(=O)/C=C/c1ccccc1)C1CCS(=O)(=O)C1 (stereo not drawn)
→ -4 | 0 | -1 | -0.1 | 5 | 9 | -3 | -10 | 8
5) CCC1CCCCN1CCCNC(=O)CCC(=O)N1CC(C)Oc2ccccc21 (stereo not drawn)
→ -30 | 0 | -1 | 2.1 | -11 | -4 | 2 | 7 | -5
6) Cc1sc2cc(-c3cccc([N+](=O)[O-])c3)c(-c3cccc([N+](=O)[O-])c3)c[n+]2c1C
→ -29 | 0 | -9 | -2.4 | -22 | -13 | 15 | 18 | -5
7) COC(=O)CN1C(=O)COc2ccc(S(=O)(=O)NCc3ccc(F)cc3)cc21
→ -7 | 2 | 0 | 2.0 | 7 | 0 | -9 | -7 | 4
8) CCOc1ccccc1OC(=O)c1ccco1
→ 4 | 0 | -1 | 1.7 | 3 | 0 | -2 | 16 | 3
9) Cc1ccccc1C(=O)NC=C1C(=O)OC(C)(C)OC1=O
→ 6 | 1 | -3 | -1.2 | 9 | 6 | 7 | -8 | 3
10) CCCCc1nc(NCc2ccccc2)c(C#N)c2c1COC(C)(C)C2
→ -12 | 0 | -2 | 1.4 | 0 | -9 | 5 | 14 | 0
11) COc1ccccc1CN1CC(C(=O)N2CCC(OC)CC2)CCC1=O (stereo not drawn)
→ -14 | 1 | -2 | 3.5 | 1 | 4 | -4 | -8 | 3
12) CN(C)S(=O)(=O)c1ccc(NC(=O)CSc2nnc(-c3ccco3)n2N)cc1
→ 0 | 0 | 3 | -0.6 | 4 | -3 | 2 | -3 | -5
13) Cc1nn2c3ccccc3n(CCN3CCCCC3)c2nc1=O
→ -2 | 0 | -9 | -0.3 | 2 | 7 | -1 | -2 | 3
14) O=C(COC(=O)Cc1c[nH]c2ccccc12)Nc1ccccc1
→ -20 | 4 | 1 | -0.4 | 8 | -4 | 3 | 5 | -3
15) CC(=O)Nc1ccc(C(=O)Nc2nc(-c3ccccn3)cs2)cc1
→ 17 | 3 | 3 | 0.9 | 6 | -9 | 14 | 4 | -8
16) CCOC(=O)/C(=N\Nc1cccc(C(F)(F)F)c1)N(CCOC)CCOC
→ 11 | -1 | -2 | 3.5 | 13 | 5 | -8 | 10 | 2
17) COc1ccc2[nH]c3c(c2c1)CCN1C(=O)C(CC(=O)NCCCn2ccnc2)C[C@H](C(=O)N2CCCCC2)[C@@]31CCc1ccccc1 (stereo partly drawn)
→ -7 | 0 | -3 | -0.7 | 7 | -5 | 4 | 4 | -3
18) CC(=O)Nc1ccccc1OCC(=O)NCCC1=CCCCC1
→ -26 | 3 | 5 | -1.0 | 1 | -4 | 12 | -4 | -3
19) N#CCCn1c(SCC(=O)NCc2ccco2)nc2ccccc21
→ -13 | 0 | -4 | 1.4 | 9 | 14 | -10 | -5 | 4
20) CN(Cc1ccccc1)C(=O)c1cc(=O)[nH]c2ccccc12
→ -3 | 2 | -1 | 1.5 | 8 | -1 | 10 | 1 | 4
21) CC(C)(CC(=O)OCC(=O)Nc1ccccc1F)CC1=NS(=O)(=O)c2ccccc2N1
→ -4 | 7 | 4 | 0.2 | -6 | -7 | 7 | 9 | -8
22) Cc1ccc(C(=O)OCc2cc(=O)n3c(C)csc3n2)s1
→ 3 | 5 | -6 | 2.4 | 12 | 5 | 8 | 7 | -7
23) Fc1cccc(NC(=S)NCc2ccccn2)c1
→ 6 | 2 | 0 | 0.0 | 7 | -1 | -18 | -4 | 13
24) COC(=O)c1cccn(CC(=O)c2ccc(Cl)cc2Cl)c1=O
→ -21 | 1 | -2 | 1.5 | 13 | 0 | 3 | 3 | -1
25) CN(C)C(=O)CSc1ccc(S(=O)(=O)N2CCOCC2)cn1
→ -4 | 0 | 4 | 6.0 | 3 | 3 | 1 | 0 | 4
26) CCc1nc2ccccc2c(C(=O)OCC(=O)N(C)Cc2ccccc2)c1C
→ -7 | 18 | -5 | 2.0 | -4 | 7 | 6 | -32 | -23
27) CC(C)(C)OC(=O)NCCCCCNC(=O)c1nc[nH]c1C(=O)N1CCN(c2ccccc2)CC1
→ 0 | 23 | 3 | -1.5 | -21 | -13 | 15 | 9 | -21
28) COc1ccc(C2SCC(=O)N2c2nnc(C34CC5CC(CC(C5)C3)C4)s2)cc1 (stereo not drawn)
→ 12 | 1 | 1 | -0.7 | 0 | 4 | 4 | 6 | -3
29) O=C1CC(c2ccncc2)c2cc3c(cc2N1)OCCO3 (stereo not drawn)
→ 20 | 1 | -2 | -2.8 | 4 | 0 | -4 | -6 | 4
30) COC(CNC(=O)c1cccc2c1C(=O)N(Cc1cccnc1)C2)OC
→ -11 | 0 | 0 | -0.2 | 5 | -8 | -1 | 13 | -1

Reformatted bar-delimited: entries from further up.
No. | canonical_smiles | CRFBP-R2 block | M4 ag | CHRM5 agonist | CRFR2-BP ag | M1 PAM | M4 PAM | CHRM5 antagonist | CHRM4 antagonist | M5 PAM
23 | Fc1cccc(NC(=S)NCc2ccccn2)c1 | 6 | 2 | 0 | 0.0 | 7 | -1 | -18 | -4 | 13
24 | COC(=O)c1cccn(CC(=O)c2ccc(Cl)cc2Cl)c1=O | -21 | 1 | -2 | 1.5 | 13 | 0 | 3 | 3 | -1
25 | CN(C)C(=O)CSc1ccc(S(=O)(=O)N2CCOCC2)cn1 | -4 | 0 | 4 | 6.0 | 3 | 3 | 1 | 0 | 4
26 | CCc1nc2ccccc2c(C(=O)OCC(=O)N(C)Cc2ccccc2)c1C | -7 | 18 | -5 | 2.0 | -4 | 7 | 6 | -32 | -23
27 | CC(C)(C)OC(=O)NCCCCCNC(=O)c1nc[nH]c1C(=O)N1CCN(c2ccccc2)CC1 | 0 | 23 | 3 | -1.5 | -21 | -13 | 15 | 9 | -21

The results go on.
Under each structure: CRFBP-R2 block | M4 ag | CHRM5 agonist | CRFR2-BP ag | M1 PAM | M4 PAM | CHRM5 antagonist | CHRM4 antagonist | M5 PAM
31) COc1ccc(NC(=O)COC(=O)CNC(=O)c2cc(OC)c(OC)c(OC)c2)cc1
→ -14 | 0 | -1 | -0.8 | 5 | 12 | -5 | -1 | 14
32) N#CCC(=O)Nc1ccc(C(=O)OCC(=O)c2ccc3c(c2)OCCO3)cc1
→ -3 | 4 | 6 | 1.4 | 5 | -4 | 3 | 2 | 4
33) CC(C)Oc1cccc(C(=O)C2CCCN(Cc3cnc(N4CCOCC4)s3)C2)c1 (stereo not drawn)
→ -146 | 1 | 3 | -1.3 | 6 | -5 | 3 | 6 | 8
34) O=C1NC[C@H](Cc2ccc(O)cc2)N(CCc2cccc3ccccc23)C1=O
→ -1 | 2 | 2 | -0.3 | 6 | 12 | 6 | 12 | -2
35) Cc1ccc(S(=O)(=O)NC2(C(=O)O)CCCCC2)cc1
→ -2 | 0 | -1 | -0.8 | 1 | 8 | 6 | -10 | 2
36) CN(Cc1ccccc1)C(=O)c1ccc2c(c1)S(=O)(=O)N=C1CCCCCN12
→ 2 | 1 | -1 | 0.2 | -2 | 0 | 13 | 11 | -4
37) CC(C)CN(C(=O)COC(=O)c1ccc([N+](=O)[O-])s1)c1c(N)n(Cc2ccccc2)c(=O)[nH]c1=O
→ 5 | 0 | 2 | 1.4 | 9 | 6 | 3 | -12 | 1
38) CCCCN(C)CCNC(=O)C(NC(=O)C1CCC(C)CC1)C(C)C (stereo not drawn)
→ 3 | 1 | -8 | -0.3 | 4 | 9 | -6 | -12 | 2
39) O=C(Nc1ccc(Cl)cn1)Nc1cccs1
→ -2 | 2 | 6 | 1.1 | 6 | 5 | 32* | -3 | 30*
40) CCc1ccc(NC(=O)CS(=O)CC(=O)Nc2ccc(F)cc2F)cc1 (stereo not drawn)
→ 2 | 0 | -7 | -2.1 | 3 | 31* | 7 | -5 | -3
41) Cc1c(C#N)c(=O)c(-[n+]2ccccc2)c([S-])n1-c1ccc(Cl)cc1
→ 6 | 1 | -4 | -1.7 | 3 | -1 | 8 | -1 | 8
42) O/N=C/c1ccn(-c2ccc(Br)cc2)c1
→ 4 | 0 | -3 | -0.9 | 8 | 15 | 0 | -13 | 0
43) COCCC(=O)N1CCC(C(=O)Nc2ccc(Oc3ccccc3)nc2)CC1
→ 6 | 1 | -2 | 2.3 | 9 | 4 | 1 | -4 | 6
44) NCCCCCc1nnc(SCc2ccccc2Cl)o1
→ -33 | 2 | -8 | 4.4 | -6 | -26 | 28* | 23 | -18
45) CC(C)CN(C(=O)COC(=O)c1cncc(Br)c1)c1c(N)n(Cc2ccccc2)c(=O)[nH]c1=O
→ -15 | 1 | -4 | 1.9 | 10 | 0 | -1 | 0 | 5
46) COc1ccc(OC(=O)c2cccc([N+](=O)[O-])c2)c(C(=O)/C=C/c2cccs2)c1
→ -7 | 1 | -6 | 4.2 | -5 | -3 | 5 | 2 | -7
47) CCN(CC(=O)NCc1cccs1)C(=O)c1cccc(S(=O)(=O)N(CC)c2ccccc2)c1
→ 1 | 11 | 3 | -0.7 | 7 | 7 | -13 | -24 | -6
48) CCOC(=O)Cc1csc(NC(=O)CN2C(=O)c3ccccc3S2(=O)=O)n1
→ -1 | 4 | 1 | 0.3 | 8 | 3 | 1 | 0 | -9
49) Cc1cccc(OCC(=O)Nc2nccs2)c1C
→ 7 | 2 | -1 | 0.1 | 6 | 1 | -12 | 1 | 2
50) Cc1cc(C)c2cc(CN(CC3CCCO3)C(=S)NCc3ccco3)c(=O)[nH]c2c1 (stereo not drawn)
→ -78 | 3 | -1 | 2.3 | 7 | 3 | 16 | -1 | -4
51) COc1ccccc1NC(=O)C(C)OC(=O)C(C)SCC(=O)Nc1ccc(C)cc1 (stereo not drawn)
→ 4 | 4 | -1 | -0.4 | -1 | -8 | -4 | -5 | -5

Taken from above:
CC(C)CN(C(=O)COC(=O)c1cncc(Br)c1)c1c(N)n(Cc2ccccc2)c(=O)[nH]c1=O in M4 ag → 1
N#CCC(=O)Nc1ccc(C(=O)OCC(=O)c2ccc3c(c2)OCCO3)cc1 in CHRM5 antagonist → 3
CC(=O)Nc1ccc(C(=O)Nc2nc(-c3ccccn3)cs2)cc1 in CHRM4 antagonist → 4

Just M1 PAM and M4 ag, for 4 of the compounds above:
| no. | Molecule | M1 PAM | M4 ag |
| --- | --- | --- | --- |
| 1 | CCCC(=O)c1cc(F)c(N2CCN(C(=O)OCC)CC2)cc1C | 11 | 1 |
| 2 | COc1ccccc1C(=O)Nc1ccc(-c2nnn(CC(=O)N3CCN(C(=O)c4ccco4)CC3)n2)cc1 | -1 | 1 |
| 3 | O=S(=O)(c1ccccc1)N1CCN(C2CCN(Cc3ccccc3)CC2)CC1 | -24 | 0 |
| 4 | CCCCN(C(=O)/C=C/c1ccccc1)C1CCS(=O)(=O)C1 (stereo not drawn) | 5 | 0 |
